Bioassay records from PubChem BioAssay.
EBNA-1 inhibitor = blocks EBNA-1 binding to DNA | actives 0.34% (n = 300,000) | EBNA-1 DNA binding, fluorescence polarization | inhibition, % at 14.8 µM; in the data active = inhibition above about 28%
proCasp7 act = counter-screen for procaspase-3 activators: activators of human procaspase-7 | P55210 | recombinant procaspase-7, Ac-DEVD-pNA absorbance 405 nm; D23A/D198A/D206A triple mutant, cannot self-cleave; scale: DMSO 0, 5 µM enzyme 100 | activation, % at 8.5 µM | actives 0.093% (n = 330,000) | AID 463210;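 active = percent activation above the screen-wide mean plus 3 SD, cut at about 25% in these data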
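Replicates: singlicate. Assay system: Procaspase-7 triple mutant (PC-7 D3A). Signal: 405 nm absorbance of p-nitroaniline. Times: 1 h preincubation, 2 h reaction. Buffer or medium: Zinc-free HEPES pH 7.4 with 300 mM NaCl, 0.01% Triton X-100. Also added: DEVD-pNA substrate. Benchmarks: DMSO wells as 0%, DMSO with 5 µM added PC-7 as 100%.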
proCasp3 act = activators of human procaspase-3. AID 463141. recombinant procaspase-3 D3A, Ac-DEVD-pNA absorbance 405 nm. actives 0.11% (n = 330,000). activation, % at 8.5 µM. P42574;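 active = activation above the mean of all tested compounds plus 3 SD, cut at about 21% in these data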;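 note: 0% = DMSO alone and 100% = DMSO wells spiked with extra 5 µM PC-3 D3A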
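Test system: Procaspase-3 D3A mutant; medium: Zinc-free HEPES/NaCl buffer with 0.01% Triton X-100 at pH 7.4; reagent: DEVD-pNA substrate; doses: one concentration, 8.5 µM nominal, 0.8% DMSO; times: 1 h preincubation plus 2 h reaction at 25 °C; signal: Epi-absorbance at 405 nm of released p-nitroaniline, 0 and 120 min; replicates: singlicate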
MEP2-GFP yeast = modulators of TOR pathway MEP2-GFP in S. cerevisiae | S. cerevisiae MEP2-GFP strain, flow cytometry GFP, 3 h; 100% = DMSO control level | GFP response vs DMSO, % at 10 µM | actives 0.51% (n = 330,000);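 active = GFP response versus DMSO above a set limit, roughly screen mean plus 3 SD, cut at about 180% in these data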;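 note: median GFP fluorescence of the barcode-gated MEP2-GFP cells per well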
AHR activator = activators of human aryl hydrocarbon receptor; P35869; AHR-responsive luciferase reporter cells, luminescence; activation, % at 5 µM; actives 2.5% (n = 320,000); AID 2796; in the data active = activation above about 47%;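 note: 0% = vehicle wells and 100% = reference agonist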
ZTA counter = ZTA (EBV) inhibition in EBNA-1 counter-screen; P03206; ZTA-DNA binding, fluorescence polarization; inhibition, % at 11 µM; actives 0.15% (n = 320,000); AID 2234; in the data active = inhibition above about 33%
RPL19A-GFP yeast = modulators of TOR pathway RPL19A-GFP in S. cerevisiae; S. cerevisiae RPL19A-GFP strain, flow cytometry, 3 h; active compounds read low; percent response vs DMSO, % at 10 µM; actives 0.3% (n = 330,000); AID 2025;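 active = percent response vs DMSO below 50%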;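 note: median channel GFP fluorescence of the barcoded RPL19A-GFP strain; ratio of sample median GFP to plate DMSO average so 100% = DMSO; lower means less RPL19A-GFP as with rapamycin TOR inhibition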
LAP4-GFP MLPCN = alters LAP4-GFP fluorescence in TOR pathway yeast screen; S. cerevisiae LAP4-GFP multiplex, flow cytometry GFP, 3 h; median GFP as percent of DMSO wells; AID 2023; actives 0.34% (n = 320,000); GFP response vs DMSO, % at 10 µM;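 active = GFP response vs DMSO above a set limit, about the screen mean plus 3 SD, cut at about 150% in these data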
* = called active by the depositor; x = not tested or not shown; & = joins results of further samples.

SMILES	EBNA-1 inhibitor	proCasp7 act	proCasp3 act	MEP2-GFP yeast	AHR activator	ZTA counter	RPL19A-GFP yeast	LAP4-GFP MLPCN
CCN(CC)CCNC(=O)c1cn(C)c2ccc(S(=O)(=O)N(C)C3CCCCC3)cc2c1=O	-2	-2	-1	107	0	7	100	103
COc1ccc(-n2c(C)c(C)c3c(N)ncnc32)cc1	-13	12	4	97	1	-4	96	93
COc1ccc(N2CCN(C(=O)c3ccc(CS(=O)(=O)c4ccc(OC)cc4)o3)CC2)cc1	10	15	0	100	5	13	103	97
CCC(OC(=O)c1cccs1)C(=O)NCc1ccco1 (stereo unspecified)	-1	5	-6	91	-7	8	93	99
COc1ccc(C(=O)NC(C)c2ccccc2)cc1Br (stereo unspecified)	-18	-9	-4	94	0	3	95	102
Cc1ccc(C2CC(c3ccc(Br)cc3)=NN2C(=O)CSC2=NN3CCCC(=O)N=C3S2)cc1 (stereo unspecified)	1	12	3	106	1	-4	102	95
CC(=O)Nc1cccc(NC(=O)c2ccc(Br)cc2)c1	12	6	1	89	7	10	84	87
O=C(O)c1cccc(CSc2n[nH]c(-c3ccc(Cl)cc3Cl)n2)c1	1	7	-2	92	0	5	88	92
Cc1cccc2sc(N(CCCN(C)C)C(=O)CCc3ccccc3)nc12	-3	-6	-6	82	0	5	110	96
NCC/C=C1/c2ccccc2CSc2ccccc21	-4	-2	2	94	0	7	94	92
CC(=O)Oc1ccc2nc(/C=C/c3ccccc3)oc(=O)c2c1	0	11	-2	89	0	-5	92	91
CC(c1ccco1)N(C(=O)C12CC3(C)CC(C)(CC(C)(C3)C1)C2)c1ccccn1 (stereo unspecified)	-16	-2	-1	106	-1	-7	101	101
CC1CCN(Cc2nnnn2CCCC(=O)N(C)C2CCOC2)CC1 (stereo unspecified)	0	7	2	104	2	-11	97	93
COc1ccc(/C=N\NC(=O)C2=NNC(=O)C2C)cc1 (stereo unspecified)	13	6	-10	109	24	-12	98	100
CC(C(=O)c1ccc(Br)cc1)[n+]1cccc(NC(=O)c2ccccc2)c1 (stereo unspecified)	0	-3	5	104	2	10	101	92

Five compounds already listed, sorted by the number in MEP2-GFP yeast, lowest first:
mol	EBNA-1 inhibitor	proCasp3 act	MEP2-GFP yeast	AHR activator	RPL19A-GFP yeast	LAP4-GFP MLPCN
CC(=O)Oc1ccc2nc(/C=C/c3ccccc3)oc(=O)c2c1	0	-2	89	0	92	91
NCC/C=C1/c2ccccc2CSc2ccccc21	-4	2	94	0	94	92
COc1ccc(-n2c(C)c(C)c3c(N)ncnc32)cc1	-13	4	97	1	96	93
COc1ccc(N2CCN(C(=O)c3ccc(CS(=O)(=O)c4ccc(OC)cc4)o3)CC2)cc1	10	0	100	5	103	97
CC1CCN(Cc2nnnn2CCCC(=O)N(C)C2CCOC2)CC1 (stereo unspecified)	0	2	104	2	97	93

Other records follow.
SMILES	EBNA-1 inhibitor	proCasp7 act	proCasp3 act	MEP2-GFP yeast	AHR activator	ZTA counter	RPL19A-GFP yeast	LAP4-GFP MLPCN
COc1cc(Cl)cc(C=O)c1OCC(=O)O	-22	-2	0	98	0	2	100	93
CCc1nn(CCCN2CCN(c3cccc(Cl)c3)CC2)c(=O)n1CCOc1ccccc1	-1&-7	-9&-2	0&-7	88&89	-2&-2	15&-19	95&98	87&104
Cc1cc(C)c2oc(C(=O)Nc3ccc(S(=O)(=O)Nc4nccs4)cc3)cc(=O)c2c1	-3	7	4	104	-2	2	109	100
CC(=O)c1ccccc1C(=O)N1CCCC(N2CCN(Cc3ccc4c(c3)OCO4)CC2)C1 (stereo unspecified)	-11	0	-3	101	4	3	100	88
NC(=O)NC(=O)C(Nc1ccc2c(c1)CCC2)c1ccccc1 (stereo unspecified)	-3	6	5	99	6	12	95	92
CC(CNC(=O)C1CCCCC1C(=O)O)c1ccccc1 (stereo unspecified)	1	-16	-3	106	-3	-13	106	105
COc1cccc(NC(=O)CSc2nc(N)cc(N)n2)c1	-9	-6	2	103	0	9	100	101
CC(C)(CNC(=O)c1ccc(S(=O)(=O)Nc2ccccc2F)cc1)N1CCOCC1	-3	12	0	93	-5	-31	96	108
O=C(Cn1cc(C(=O)C2CC2)c2ccccc21)NCc1ccc2c(c1)OCO2	2	24	5	96	14	10	92	104
FC(F)(F)c1ccnc(NCc2ccco2)n1	0	5	-2	98	-2	12	98	111
COc1cccc(-c2nnc(SCC(=O)N3CCCC3=O)n2-c2ccccc2)c1	4	2	2	95	16	-5	99	95
CCOC(=O)c1c(C)cc(C)[nH]c1=O	-10	6	2	96	0	-6	91	97
O=C1N=C(N2CCCCC2)SC1=C1CCCCC1	1	6	-3	107	7	-2	94	99
COc1ccc(C#Cc2ccc3c(=O)c4ccccc4n(C)c3c2)cc1	7	-35	-26	110	-5	10	91	137
COc1cc(-c2nnc(Sc3ccc(C(F)(F)F)cc3[N+](=O)[O-])o2)cc(OC)c1OC	7	7	-1	107	1	12	99	108
COC(=O)[C@@]1(Cc2ccc(F)cc2)[C@H]2c3cc(C(=O)N(C)C)n(Cc4ccc(OC)c(OC)c4)c3C[C@H]2CN1C(=O)c1ccccc1	0	-6	4	97	-1	-1	109	101
O=C(O)C1C2C=CC(C2)C1C(=O)N1CCN(CCO)CC1 (stereo unspecified)	6	6	3	91	1	-3	99	96
CCOC(=O)c1c(/N=C/N(C)C)sc(C=O)c1-c1ccccc1	-8	-5	-2	96	11	-8	99	81
COc1ccc(OC)c(CNC(=O)C(C)n2nc(C)c3c(C)n(-c4ccccc4)nc3c2=O)c1 (stereo unspecified)	0	-1	4	99	-1	-2	95	98
CSc1ncccc1C(=O)NNc1cc(Cl)ccc1Cl	-9	2	-3	111	9	-5	103	88
Cc1ccccc1N1CC(C(=O)N2CC(C)OC(C)C2)CC1=O (stereo unspecified)	9	1	5	101	-2	2	103	99
O=C(CSc1nnc(-c2ccncc2)n1Cc1ccco1)Nc1ccccc1Cl	-12	-7	-2	104	1	-12	99	99
Cc1ccc(C(=O)NCC(=O)OCC(=O)N2CC(C)OC(C)C2)cc1 (stereo unspecified)	-7	-12	8	105	4	7	101	112
CCn1nc(NC(=O)c2cccnc2)c2cc3ccccc3nc21	6	-9	0	105	64*	2	101	101
Oc1c(Br)cc(Br)c(/C=N/n2c(-c3ccccc3)n[nH]c2=S)c1Br	7	-19	-11	106	1	17	105	89
COc1cc(OC)cc(C(=O)Nc2cccc(C(C)=O)c2)c1	3	7	3	109	14	1	104	105
Cc1nn(Cc2ccc(F)cc2)c2sc(C(=O)Nc3nccs3)cc12	2	-7	-5	93	96*	-20	102	93
Cn1c(N2CCCC2)nc2c1c(=O)[nH]c(=O)n2C	4	7	-4	96	0	-10	99	82
CC1(C(=O)O)Sc2[nH]c(=O)sc2C2c3ccccc3OC(=O)C21 (stereo unspecified)	6	-2	-8	112	1	-4	101	107
CC(C)NC(=O)CS(=O)(=O)c1ccccc1	-3	4	3	97	-1	-6	97	108
O=C(CCCOc1ccc(Cl)cc1Cl)Nc1ccccc1C(=O)O	-6	0	2	95	10	13	99	99
Cc1noc(C)c1COC(=O)C1(c2cccc(F)c2)CCCC1	1	-5	-6	100	0	-4	99	100
Cc1ccc(-c2cc(C(=O)N/N=C/C=C/c3ccccc3)n[nH]2)s1	14	0	-3	106	34	-37	106	104
COc1ccccc1C(=O)NCCC(=O)NCCc1ccccc1	-8	1	8	106	-11	8	102	97
Cc1cccc(C(=O)NCc2ccc(S(N)(=O)=O)cc2)c1[N+](=O)[O-]	-1	5	-1	96	-3	-6	97	93
Cc1ccc(NC(=O)CSc2nc(=O)n(CCCN3CCOCC3)c3c2CCCC3)cc1F	-1	6	4	105	-2	-22	101	103
C=CCN(c1ccccc1Cl)S(=O)(=O)c1cccc(C(=O)OCC(=O)N(C)C2CCS(=O)(=O)C2)c1 (stereo unspecified)	-1	-11	11	94	-2	-8	97	107
O=C(CCS(=O)(=O)c1ccc(Cl)cc1)Nc1nc(-c2ccncc2)cs1	-10	-4	3	91	8	7	97	88
CN(C)C(=O)c1cccn1-c1ncc(C(F)(F)F)cc1Cl	-6	11	-1	96	-1	1	98	96
COC(=O)c1ccc(COC(=O)CNC(=O)c2ccc(C)s2)cc1	x	3	5	100	0	4	92	102
CCC[C@@H]1CCCO[C@@](C(=O)NCc2ccc(S(C)(=O)=O)cc2)(C(F)(F)F)C1	9	-8	2	102	2	11	99	116
CC1(C(=O)NNC(=O)c2ccc([N+](=O)[O-])cc2)CC1(Br)Br (stereo unspecified)	-18	4	-2	112	7	-17	97	100
CN(c1ccc(OCC(=O)OCC(=O)Nc2ccc(Br)cc2)cc1)S(=O)(=O)c1cccs1	-9	1	7	104	2	-20	102	103
CCCCCN(C(=O)CCC(=O)OCC(=O)N1CCC(C)CC1)c1c(N)n(CCCC)c(=O)[nH]c1=O	5	16	6	94	0	10	92	96
C[C@@H]1CCC[C@@]2(O[C@@H](CCO)C[C@H](O)[C@H]2O)O1	9	2	2	94	-4	1	99	109
CC1CCCN(C(=O)c2cc3c(=O)n4ccccc4nc3s2)C1 (stereo unspecified)	1	1	-1	103	14	-2	105	102
Cc1cc(NC(=O)CCC(=O)N(Cc2ccco2)C(C)(C)C(=O)NC2CCCCC2)no1	3	-7	1	104	2	20	100	101
CC(=O)n1cc([C@H]2C=C(C(=O)N3CCN(Cc4ccc5c(c4)OCO5)CC3)O[C@@H](OCCCCO)C2)c2ccccc21	11	-5	7	84	6	5	99	99
Cc1nc2ccc(NC(=S)N3CCN(c4ccccn4)CC3)cc2nc1C	2	-3	-15	105	12	-18	107	104
Cc1cccc(-n2c(SCC(N)=O)nc3c(c2=O)C2(CCCC2)Cc2ccccc2-3)c1	-4	3	1	99	-3	-6	101	94
CCOC(=O)Cn1c(=O)oc2cc(S(=O)(=O)Nc3c(C)cc(C)cc3C)ccc21	7	-1	10	107	0	4	103	96
COc1ccc(NC(=O)NC(C)C2CC3CCC2C3)cc1 (stereo unspecified)	2	-7	6	99	0	-10	101	95
COc1ccc2c(c1)[C@H]1[C@H](CO2)[C@H](c2ccccc2)[C@]2(C)C(=O)Nc3ccc(C)cc3C(=O)N12	x	11	-5	88	-1	x	92	93
CCOc1ccc(NC(=O)COc2nsnc2N2CCOCC2)cc1	5	7	12	94	3	-11	95	107
CCNC(=O)NC(=O)C(C)OC(=O)CCS(=O)(=O)c1ccc(C)cc1 (stereo unspecified)	-1	4	2	95	-1	-9	97	116
COc1ccc(CC(=O)Nc2ccc(S(=O)(=O)Nc3onc(C)c3C)cc2)cc1OC	-7	11	-5	108	2	5	105	104
CCOC(=O)c1c(C)[nH]c(C(=O)COC(=O)CNC(=O)c2ccc(Cl)cc2)c1C	4	-8	2	103	10	-3	96	88
CCCC(=O)N1CCN(c2ccc(NC(=S)NC(=O)c3cccc(C)c3)cc2)CC1	5	-11	-3	103	-2	14	102	97
O=C(N/N=C\c1cn(-c2ccccc2)nc1-c1ccccc1)c1ccc(Br)o1	0	2	1	106	8	6	92	116
Cc1cccc2nc(COc3ccc(Cl)c4cccnc34)cn12	-2	-5	-1	105	40	-4	110	126
CCOc1ccc(N(CC(=O)NCc2ccc(OC)cc2)S(=O)(=O)c2c(C)[nH]c(=O)[nH]c2=O)cc1	1	6	-1	99	4	0	97	101
O=C(Nc1cccc(-c2cn3ccccc3n2)c1)c1cccs1	1	7	-1	113	35	-1	93	130
